# T cruzi growth = blocks T. cruzi growth in NIH3T3 culture | T. cruzi beta-gal in NIH3T3, GalScreen luminescence, 90 h | inhibition, % at 8.34 µM | 77,000 tested, 5.9% active;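 active = mean inhibition above about 93%, with at least 55% of replicates each passing it, limit read from the data, passing the limit was not always enough; inconclusive = only one of those two conditions holds; inactive = neither condition holds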
# GASC1 inh = blocks human GASC-1 (KDM4C) demethylase activity; Q9H3R0; GST-KDM4C 2-372, H3K9me3 peptide, LANCE TR-FRET; inhibition, % at 12.5 µM; 96,000 tested, 0.15% active;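 active = mean replicate inhibition above about 25%, with at least 55% of replicates also reaching it, limit read from the data, passing the limit was not always enough; inconclusive = only one of those two conditions met; inactive = neither condition met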
# Target sequence (Q9H3R0 2-372 limits assumed): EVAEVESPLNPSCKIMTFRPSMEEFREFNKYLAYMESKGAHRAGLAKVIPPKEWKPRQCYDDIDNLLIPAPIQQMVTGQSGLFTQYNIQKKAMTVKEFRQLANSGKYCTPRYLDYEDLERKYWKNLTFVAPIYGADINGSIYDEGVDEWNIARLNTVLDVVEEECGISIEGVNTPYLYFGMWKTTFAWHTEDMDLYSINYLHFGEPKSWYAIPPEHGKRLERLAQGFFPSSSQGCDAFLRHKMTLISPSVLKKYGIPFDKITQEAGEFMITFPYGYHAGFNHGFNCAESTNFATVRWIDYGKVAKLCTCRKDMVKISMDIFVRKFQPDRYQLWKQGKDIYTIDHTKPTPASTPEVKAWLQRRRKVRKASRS
#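 Test system – GST-tagged GASC-1 (JMJD2C) catalytic fragment, aa 2-372 · Medium – HEPES buffer, pH 7.5, plus ascorbate · Reagent – H3K9me3 peptide with Fe(II)/2OG · Compound – one test concentration per compound · Timing – 30 min reaction, 60 min detection, RT · Technique – TR-FRET with Eu antibody and ULight streptavidin, EDTA stop · Read-out basis – inhibition from TR-FRET ratio decrease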
# C diff growth = C. difficile growth inhibition. Clostridium difficile clinical isolate growth, OD600, 24 h; stronger effect = lower value. growth activity, negative = inhibition, % at 16 µg/mL (by protocol). 86,000 tested, 0.25% active;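 active = mean growth activity at or below -80% and every replicate also at or below -80%; inconclusive = mean at or below -80% but some replicate above -80%; inactive = mean growth activity above -80%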;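 also: 0% = DMSO wells and -100% = levofloxacin 16 µg/mL wells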
# Pf Dd2 growth = blocks growth of Plasmodium falciparum Dd2 parasites; activity change, % at 10 µM; 94,000 tested, 2.3% active; AID 1159554; P. falciparum Dd2 growth, SYBR Green, 72 h; stronger effect = lower value; in the data active = activity change below about -80%; inconclusive = no clear call, values can overlap the other calls
# * hit, by the source's call; ? = inconclusive; . = no result given; & = joins results of further samples.
SMILES,T cruzi growth,GASC1 inh,C diff growth,Pf Dd2 growth
CCCC(=O)Nc1ccc2c(c1)C(=O)N(C)[C@@H]1CC[C@@H](CC(=O)NCc3cccc(F)c3)O[C@H]1CO2,-7,-0.1,.,-4
C[C@@H]1CN([C@@H](C)CO)C(=O)c2cc(-c3cccc(F)c3)cnc2O[C@@H]1CN(C)Cc1ccccc1,94,0.5,14,6
C[C@H](CO)N1C[C@H](C)[C@H](CN(C)CC2CC2)Oc2c(NS(=O)(=O)c3cccs3)cccc2C1=O,48,-0.4,-1,10
C[C@H](CO)N1C[C@H](C)[C@H](CN(C)C(=O)Nc2ccc3c(c2)OCO3)Oc2ncc(C#CC(C)(C)O)cc2C1=O,-61,1.1,3,20
CO[C@H]1CN(C)C(=O)c2cc(NC(=O)c3cnccn3)ccc2OC[C@@H](C)N(C(C)=O)C[C@@H]1C,.,1.0,.,25
COc1ccccc1C#Cc1ccc([C@@H]2[C@@H](CO)N3CCCCN(C(=O)C4CCC4)C[C@@H]23)cc1,82,-0.7,14,-21
CC(=O)N[C@H]1C=C[C@H](CC(=O)NCC2CCCCC2)O[C@H]1CO,-6,0.4,-6,3
CC(C)NC(=O)N(C)C[C@@H]1Oc2ccc(N(C)C)cc2CC(=O)N([C@H](C)CO)C[C@@H]1C,-4,3.2,2,10
C[C@@H]1CN([C@@H](C)CO)C(=O)c2cc(C#Cc3cccnc3)cnc2O[C@H]1CN(C)C(=O)CN(C)C,.,16,0,-11
C[C@H](CO)N1C[C@H](C)[C@@H](CN(C)S(=O)(=O)c2ccccc2)Oc2ccc(NC(=O)CCN3CCOCC3)cc2CC1=O,.,0.5,-1&-3,-8
Cc1noc(C)c1NC(=O)N(C)C[C@H]1Oc2ccc(NC(=O)NC(C)C)cc2CC(=O)N([C@H](C)CO)C[C@@H]1C,8,-0.8,-2,-18
C/C=C/c1ccc2c(c1)O[C@@H](CN(C)CCC)[C@@H](C)CN([C@@H](C)CO)S2(=O)=O,39,0.4,1,-22
COCC(=O)N(C)C[C@@H]1Oc2cc(-c3ccc(OC)cc3)ccc2S(=O)(=O)N([C@H](C)CO)C[C@@H]1C,34,-1.6,0,-17
COc1ccc(CN(C)C[C@@H]2OCCCC[C@H](C)Oc3ccc(NC(=O)Nc4ccc(C(F)(F)F)cc4)cc3C(=O)N([C@H](C)CO)C[C@@H]2C)cc1,66,.,-57,-63
CN1C[C@@H]2[C@H](c3ccccc31)[C@H](CO)N2C(=O)C1CCCCC1,-2,-0.8,-4,10
CCCNC(=O)C[C@H]1CC[C@@H]2[C@H](COC[C@H](O)CN2C(=O)Nc2c(C)noc2C)O1,-5,-1.5,-1,-5
CN1CCCCN2[C@H](C1)[C@@H](c1ccc(Br)cc1)[C@@H]2CO,20,3.3,7,46
C[C@H]1CN([C@@H](C)CO)C(=O)c2cccc(NS(=O)(=O)c3cccs3)c2O[C@@H]1CN(C)CC1CC1,50,0.8,5,5
N#Cc1ccc(-c2ccc([C@H]3[C@@H](CO)N4CCCCN(C(=O)Nc5ccc(F)cc5)C[C@H]34)cc2)cc1,98*,-0.7,29,-49
C[C@H](CO)N1C[C@H](C)[C@@H](CN(C)Cc2ccc(Oc3ccccc3)cc2)OCc2ccccc2-c2c(n(C)c3ccccc23)C1=O,.,0.4,46,-91*
C[C@@H]1CCCCO[C@H](CN(C)C(=O)CCC(F)(F)F)[C@H](C)CN([C@@H](C)CO)C(=O)c2cc(NC(=O)Cc3ccccc3)ccc2O1,55,-0.1,-10,.
C[C@@H]1CN([C@@H](C)CO)S(=O)(=O)c2ccc(-c3ccncc3)cc2O[C@H]1CN(C)C(=O)c1cccc(F)c1,111*,-1.5,9,-48
Cc1ccc(S(=O)(=O)Nc2cccc3c2O[C@@H](CN(C)C(=O)Nc2cccc4ccccc24)[C@H](C)CN([C@@H](C)CO)C3=O)cc1,-26,3.2,.,13
COc1ccc(NC(=O)N(C)C[C@H]2Oc3c(NS(=O)(=O)c4ccccc4)cccc3C(=O)N([C@H](C)CO)C[C@@H]2C)cc1,.,-0.1,-1,24
COc1ccc(NC(=O)Nc2ccc3c(c2)C(=O)N([C@H](C)CO)C[C@H](C)[C@@H](CN(C)C(=O)CCCN(C)C)OCCCC[C@@H](C)O3)cc1,-112,0.2,0,24

# More results follow:
SMILES,T cruzi growth,GASC1 inh,C diff growth,Pf Dd2 growth
C[C@@H]1CN([C@H](C)CO)C(=O)c2cc(C#CC3CCCC3)cnc2O[C@@H]1CN(C)C(=O)Cc1ccccn1,92,1.2,1,-19
COCC#Cc1cnc2c(c1)C(=O)N([C@H](C)CO)C[C@H](C)[C@H](CN(C)Cc1ccccc1F)O2,-6,-1.4,5,21
C[C@@H]1CN([C@H](C)CO)C(=O)Cc2cc(NC(=O)Nc3ccccc3)ccc2O[C@@H]1CN(C)Cc1ccc2c(c1)OCO2,24,-0.5,5,0
O=C(Nc1ccccc1F)N1CCCCN2[C@@H](CO)[C@H](c3ccc(-c4cccnc4)cc3)[C@@H]2C1,102*,-0.2,-8,10
Cc1ccc(S(=O)(=O)Nc2ccc3c(c2)C(=O)N([C@@H](C)CO)C[C@H](C)[C@@H](CN(C)S(=O)(=O)c2cccs2)OCCCC[C@H](C)O3)cc1,.,0.4,-2,.
COc1ccc(C#Cc2cnc3c(c2)C(=O)N([C@H](C)CO)C[C@H](C)[C@H](CN(C)C(=O)Nc2cccc4ccccc24)O3)cc1OC,.,-4.1,2,-67
COc1ccc2c3c(n(C)c2c1)[C@@H](CO)N(CC1CC1)CC31CCN(C(=O)CC2CC2)CC1,.,-0.9,10,?
COCCNC(=O)[C@H]1[C@H](CO)[C@H]2Cn3c(ccc(-c4ccccc4F)c3=O)[C@@H]1N2S(C)(=O)=O,74,-1.7,0,.
CO[C@H]1CN(C)C(=O)c2cc(NC(=O)Nc3c(C)noc3C)ccc2OC[C@@H](C)N(CCC(F)(F)F)C[C@@H]1C,-26,-1.1,.,-52
Cc1noc(C)c1S(=O)(=O)Nc1ccc2c(c1)C(=O)N([C@H](C)CO)C[C@H](C)[C@H](CN(C)CC1CC1)O2,26,-1.1,0,-14
O=C1CN(S(=O)(=O)c2ccccc2)C[C@H]2[C@@H](c3ccc(C#Cc4ccccc4)cc3)[C@@H](CO)N12,.,-3.0,11,-28
C[C@@H]1CCCCO[C@@H](CN(C)S(=O)(=O)c2ccccc2)[C@@H](C)CN([C@@H](C)CO)C(=O)c2cc(NC(=O)Nc3ccc4c(c3)OCO4)ccc2O1,51,0.7,2,-72
CO[C@H]1CN(C)C(=O)c2ccc(NC(=O)C3CCOCC3)cc2OC[C@H](C)N(Cc2cccnc2)C[C@@H]1C,.,-0.6,11,18
C[C@H](CO)N1C[C@H](C)[C@H](CN(C)C(=O)Nc2cccc3ccccc23)Oc2ncc(C#Cc3ccc(C(F)(F)F)cc3)cc2C1=O,92,1.0,59,-49
CN(C)C(=O)C[C@H]1C[C@H]2c3cc(NC(=O)c4cccnc4)ccc3O[C@H]2[C@H](CO)O1,41,1.6,-4,16
CCC(=O)Nc1ccc2c(c1)C(=O)N(C)C[C@@H](OC)[C@@H](C)CN(C(C)=O)[C@@H](C)CO2,35,0.9,-4,.
C[C@@H]1CN([C@@H](C)CO)C(=O)c2c(c3ccccc3n2C)-c2ccccc2CO[C@@H]1CN(C)C(=O)NC1CCCCC1,-9,2.4,-14,-57
CN(C)C(=O)C[C@H]1CC[C@H]2[C@H](COc3ccc(NC(=O)C4CCC4)cc3C(=O)N2C)O1,.,0.0,-4,45
C[C@@H]1CN([C@@H](C)CO)C(=O)c2cc(C#Cc3ccccc3F)cnc2O[C@@H]1CN(C)S(C)(=O)=O,64,-1.1,.,-9
C[C@H]1CN([C@@H](C)CO)C(=O)c2cc(-c3cccnc3)cnc2O[C@@H]1CN(C)C(=O)Nc1ccc(C(F)(F)F)cc1,35,-0.5,-8,18
COc1cccc(S(=O)(=O)N(C)C[C@@H]2Oc3cc(C#CCC(C)C)ccc3S(=O)(=O)N([C@@H](C)CO)C[C@@H]2C)c1,?,0.3,28,-72
O=C(c1ccccn1)N1CC[C@@H]2[C@H]1c1cc(C#Cc3cccnc3)ccc1N[C@@H]2CO,40,-0.3,-4,-22
C[C@@H]1CN([C@@H](C)CO)S(=O)(=O)c2ccc(-c3cccc(C#N)c3)cc2O[C@H]1CN(C)Cc1ccccn1,9,3.9,1,-24
C[C@H](NC(=O)C[C@@H]1C[C@H]2c3cc(NC(=O)CC4CC4)ccc3O[C@H]2[C@@H](CO)O1)c1ccccc1,25,2.0,3,9
C[C@@H]1CCCCO[C@@H](CN(C)CC2CC2)[C@H](C)CN([C@@H](C)CO)C(=O)c2cc(NC(=O)Nc3ccc4c(c3)OCO4)ccc2O1,10,0.6,5,-52

# Arranged by molar mass (smallest number first): 3 of the compounds above
SMILES,T cruzi growth,GASC1 inh,C diff growth,Pf Dd2 growth
C[C@H](NC(=O)C[C@@H]1C[C@H]2c3cc(NC(=O)CC4CC4)ccc3O[C@H]2[C@@H](CO)O1)c1ccccc1,25,2.0,3,9
C[C@@H]1CN([C@H](C)CO)C(=O)c2cc(C#CC3CCCC3)cnc2O[C@@H]1CN(C)C(=O)Cc1ccccn1,92,1.2,1,-19
Cc1noc(C)c1NC(=O)N(C)C[C@H]1Oc2ccc(NC(=O)NC(C)C)cc2CC(=O)N([C@H](C)CO)C[C@@H]1C,8,-0.8,-2,-18

# New compounds follow
SMILES,T cruzi growth,GASC1 inh,C diff growth,Pf Dd2 growth
CC(=O)N1CC(=O)N2[C@@H](CO)[C@H](c3ccc(C#Cc4cccnc4)cc3)[C@@H]2C1,.,-2.3,-2,2
C[C@H](CO)N1C[C@H](C)[C@@H](CN(C)Cc2ccc3c(c2)OCO3)Oc2ncc(Br)cc2C1=O,-176,-0.9,-3,2
Cc1noc(C)c1NC(=O)N1C[C@H](O)COC[C@H]2O[C@H](CC(=O)NCC3CCCCC3)CC[C@@H]21,-25,0.0,0,1
COc1ccc(NC(=O)Nc2cccc3c2O[C@@H](CN(C)C(=O)Nc2ccc(F)cc2)[C@@H](C)CN([C@H](C)CO)C3=O)cc1,.,-0.5,1,-1
CO[C@@H]1CN(C)C(=O)c2cc(NC(=O)C3CCC3)ccc2OC[C@H](C)N(Cc2ccc(F)cc2)C[C@@H]1C,38,3.0,.,.
CCCC(=O)N1CCC2(CC1)CN(C(=O)C1CCCC1)[C@H](CO)c1[nH]c3cc(OC)ccc3c12,.,-0.2,-1,-4
CCC(=O)N(C)C[C@@H]1Oc2cc(-c3cccc(C#N)c3)ccc2S(=O)(=O)N([C@@H](C)CO)C[C@@H]1C,65,-0.3,5,-22
C[C@H]1CN([C@@H](C)CO)C(=O)c2cccc(NS(=O)(=O)c3ccc(F)cc3)c2O[C@@H]1CN(C)Cc1ccc(-c2ccccc2)cc1,24,0.8,27,12
COc1cccc(C#Cc2cnc3c(c2)C(=O)N([C@@H](C)CO)C[C@H](C)[C@H](CN(C)C(=O)C2CCOCC2)O3)c1,.,-2.3,-1,-48
CO[C@@H]1CN(C)C(=O)c2cc(NS(=O)(=O)c3cn(C)cn3)ccc2OC[C@@H](C)N(C)C[C@H]1C,-20,-1.3,1,13
COCCNC(=O)C[C@H]1CC[C@H]2[C@@H](COc3ccc(NC(=O)c4cc(C)on4)cc3C(=O)N2C)O1,-17,0.7,-7,-4
CCCN1C[C@@H](C)[C@@H](OC)CN(C)C(=O)c2cc(NC(=O)C3CCOCC3)ccc2OC[C@@H]1C,-5,-0.8,.,11
CC(=O)N1[C@H](CN(C(=O)c2cccc(F)c2)C(C)C)[C@@H](c2ccccc2)[C@@H]1CO,42,0.5,-1,-54
CC(=O)N1C[C@@H]2[C@H](c3ccccc31)[C@@H](CO)N2C(=O)c1ccc(F)cc1,24,-1.2,-3,21
C[C@H]1CN([C@@H](C)CO)C(=O)c2cc(C#CC3CCCCC3)cnc2O[C@@H]1CN(C)Cc1cccnc1,.,-2.2,-1,-33
CCCN1[C@@H]2c3ccc(-c4cccc(F)c4)c(=O)n3C[C@H]1[C@H](CO)[C@H]2C(=O)NCC,46,-2.4,-3,12
C[C@@H]1CN([C@@H](C)CO)C(=O)c2cccc(NS(=O)(=O)c3ccccc3)c2O[C@@H]1CN(C)Cc1ccc2c(c1)OCO2,20,0.6,-1,5

# Compound profiles, from the list above. Values in the order: T cruzi growth, GASC1 inh, C diff growth, Pf Dd2 growth
# `COc1cccc(C#Cc2cnc3c(c2)C(=O)N([C@@H](C)CO)C[C@H](C)[C@H](CN(C)C(=O)C2CCOCC2)O3)c1` is entered as ., -2.3, -1, -48
# `C[C@@H]1CN([C@@H](C)CO)C(=O)c2cccc(NS(=O)(=O)c3ccccc3)c2O[C@@H]1CN(C)Cc1ccc2c(c1)OCO2` is entered as 20, 0.6, -1, 5
# `CO[C@@H]1CN(C)C(=O)c2cc(NS(=O)(=O)c3cn(C)cn3)ccc2OC[C@@H](C)N(C)C[C@H]1C` is entered as -20, -1.3, 1, 13

# Compound activity as filed in PubChem.

# This is a random part of the collection; any-hit rate near 7%.
